Screens from PubChem.
Pin1 inhibitor – human Pin1 inhibition; Pin1 FP peptide displacement, HiFluor488, 10 min; Potency, µM (titrated, usually from 115 µM), for the others: top-dose activity, negative = inhibition, most hits filed as inhibitors; 390,000 tested, 0.009% active; AID 504891; active means well fitted inhibition curve with a large enough effect in the polarisation, with a control signal flat, not every such curve was filed as active; inconclusive means small, poorly fitted or top-dose-only effect, or effect the other way, or a change in a side signal; inactive means no such curve, though single readings can be large or run the other way; the % refers to the polarisation; further: on the % scale 0 is the no-effect control and ±100 the full control effect
BAZ2B inh – inhibitors of human BAZ2B bromodomain; Potency, µM (highest dose often 114 µM), for the others: top-dose activity change, negative = inhibition, hits mostly inhibitors; 360,000 tested, 4.4% active; AlphaScreen BAZ2B-H3K14Ac peptide displacement; further: on the % scale 0 is the no-effect control and ±100 the full control effect; nearly all actives have a fitted effect of over 60% in size
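BAZ2B (50 nM) with biotin-H3(5-23)K14Ac peptide (50 nM) in PBS pH 7.4, 0.01% Tween-20, preformed 30 min, then compound 30 min at room temperature; top concentration 110uM. AlphaScreen streptavidin donor/nickel chelate acceptor beads (10 ug/mL final), 20 min dark, signal read.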
Tb PGK inh – T. brucei PGK inhibition; P07378; PGK/GAPDH coupled, Kinase-Glo luminescence, 60 min; Potency, µM (titrated, usually from 57.5 µM), for the others: top-dose activity change, negative = inhibition, actives largely listed as inhibitors; 380,000 tested, 0.043% active; AID 602233; further: on the % scale 0 is the no-effect control and ±100 the full control effect; nearly all actives have a fitted effect of over 60% in size
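Luminescent ATP detection (Kinase-Glo Plus) follows a 60-minute room-temperature incubation, with wells lacking PGK as controls. Buffer: 100 mM TEA (pH 7.6), 5 mM MgCl2, 0.01% Tween-20. Coupling enzyme GAPDH (100 nM final) supplies unstable 1,3-BPG in-well.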
G9a block – inhibitors of human histone lysine methyltransferase G9a; Q96KQ7; G9a H3K9 monomethylation, AlphaScreen, 2 h; Potency, µM (top dose mostly 102 µM), for inactives: at the highest dose activity, negative = inhibition, usual class: inhibitors; 350,000 tested, 8.8% active; AID 504332; further: on the % scale 0 is the no-effect control and ±100 the full control effect; nearly all actives have a fitted effect of over 75% in size
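Methyltransferase reactions run at room temperature for 2 h (20 nM enzyme, 500 nM biotin-H3K9 peptide, 20 uM SAM) after a 15 min compound preincubation; product detected by AlphaScreen beads and anti-H3K9me1 antibody.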
GLS inh – blocks human kidney-isoform glutaminase activity; O94925; GLS enzymatic activity, qHTS titration; Potency, µM (titrated, usually from 45.5 µM), inactives show at the highest dose activity change, negative = inhibition, most hits filed as inhibitors; 410,000 tested, 0.21% active; further: on the % scale 0 is the no-effect control and ±100 the full control effect
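hKGA in 45 mM KH2PO4 pH 8.2, 0.02% Tween-20 with pin-transferred compounds; 1 mM L-glutamine (stock) plus glutamate oxidase/HRP/Amplex Red coupling added. Fluorescence read initially and after 30 min at RT.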
Pol iota inh – inhibitors of human DNA polymerase iota | Q9UNA4 | Pol iota fluorescent replication assay, 10 min | Potency, µM (titrated, usually from 115 µM), without a hit: top-dose activity, negative = inhibition, most hits filed as inhibitors | 390,000 tested, 1% active | AID 588590
Target sequence (Q9UNA4 whole entry, looked up): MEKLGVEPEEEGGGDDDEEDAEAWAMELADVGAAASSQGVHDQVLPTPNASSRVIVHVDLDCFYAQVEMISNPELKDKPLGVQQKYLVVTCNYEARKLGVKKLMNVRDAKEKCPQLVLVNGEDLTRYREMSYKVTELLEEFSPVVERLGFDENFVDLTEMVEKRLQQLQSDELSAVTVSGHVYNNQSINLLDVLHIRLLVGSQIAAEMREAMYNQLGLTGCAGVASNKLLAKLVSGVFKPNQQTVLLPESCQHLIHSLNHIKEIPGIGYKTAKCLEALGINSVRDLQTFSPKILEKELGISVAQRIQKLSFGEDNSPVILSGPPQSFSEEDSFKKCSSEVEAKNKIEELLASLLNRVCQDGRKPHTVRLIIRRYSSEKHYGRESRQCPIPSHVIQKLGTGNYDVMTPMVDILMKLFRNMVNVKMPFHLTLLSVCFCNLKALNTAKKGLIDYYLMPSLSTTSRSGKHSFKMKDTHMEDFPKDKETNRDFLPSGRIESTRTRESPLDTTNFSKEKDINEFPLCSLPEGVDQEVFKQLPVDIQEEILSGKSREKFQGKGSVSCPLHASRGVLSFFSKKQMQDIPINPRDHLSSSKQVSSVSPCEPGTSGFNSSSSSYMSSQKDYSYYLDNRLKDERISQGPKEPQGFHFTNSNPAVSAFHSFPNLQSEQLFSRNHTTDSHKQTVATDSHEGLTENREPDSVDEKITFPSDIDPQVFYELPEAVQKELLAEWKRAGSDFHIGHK
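Fluorescent replication assay read twice, at 0 min and 10 min after adding 50 nM (final) substrate. Enzyme (10 nM) and compounds were first incubated 15 min at room temperature; enzyme-free buffer wells were negative controls.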
HP1b binding inh – inhibitors of HP1-beta chromodomain binding to methylated histone tails | AlphaScreen HP1-beta / biotin-H3K9me3 peptide binding | Potency, µM (titrated, usually from 114 µM), inactives show top-dose activity change, negative = inhibition, hits mostly inhibitors | 390,000 tested, 0.56% active | AID 540317; further: nearly all actives have a fitted effect of over 70% in size; inactives centre near 23
Target sequence (P83916 whole entry, looked up): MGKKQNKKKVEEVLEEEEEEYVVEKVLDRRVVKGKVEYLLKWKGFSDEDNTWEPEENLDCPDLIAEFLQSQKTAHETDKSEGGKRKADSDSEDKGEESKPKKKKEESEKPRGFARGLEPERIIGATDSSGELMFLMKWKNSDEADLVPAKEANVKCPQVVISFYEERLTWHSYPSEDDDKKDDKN
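Compound inhibition of the preformed complex between 50 nM HP1-beta and 50 nM biotinylated H3K9me3 peptide was read by AlphaScreen. Buffer was PBS pH 7.4 with 0.01% Tween-20. Incubations ran 30 min at room temperature, with 10 ug/mL donor/acceptor beads.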
BLM inh – Bloom syndrome helicase (human) inhibition; P54132; recombinant BLM DNA unwinding, fluorescence dequenching; Potency, µM (series often up to 56.1 µM), for inactives: top-dose activity change, negative = inhibition, hits mostly inhibitors; 350,000 tested, 0.2% active; AID 2528;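 further: plate controls were vehicle for no effect and no enzyme for full effect; nearly all actives have a fitted effect of over 35% in size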
JMJD2A Tudor – inhibitors of human JMJD2A Tudor domain; O75164; AlphaScreen JMJD2A-Tudor / H3K4me3 peptide binding; Potency, µM (top dose mostly 114 µM), without a hit: top-dose activity change, negative = inhibition, actives largely listed as inhibitors; 390,000 tested, 4.4% active; further: on the % scale 0 is the no-effect control and ±100 the full control effect; nearly all actives have a fitted effect of over 50% in size
Starred values were filed as active, the others as inactive; i = inactive; ? = inconclusive; . = no result given; & = joins results of further samples; [ ] = another dose, or the depositor's remark. Unless noted, the call rests on the fitted dose curve; in most records, active means well fitted curve in the direction sought with a large enough effect; inconclusive means small, poorly fitted or top-dose-only effect, or another doubt; inactive means no such curve, though single readings can be large; an effect the other way counts as inactive or inconclusive. Potency means the concentration at half of the fitted maximal effect. The list is partial, so the mix of outcomes need not match the whole.

Start of the data: the first eleven records (preview)
SMILES	Pin1 inhibitor	BAZ2B inh	Tb PGK inh	G9a block	GLS inh	Pol iota inh	HP1b binding inh	BLM inh	JMJD2A Tudor
CC1=C(C)C(=O)N(C(C)CCc2ccccc2)C1=O (stereo unspecified)	1%	11%	-10%	57%[activator]	-11%	29%	61%[activator]	-3%	30%
Oc1ccc(/C=N/Nc2ccc(Cl)nn2)c(O)c1O	?	10µM*	-9%	?	?	?	?	?	11µM*
O=C(CN1C(=O)C2CCCCC2C1=O)Nc1cc([N+](=O)[O-])ccc1F (stereo unspecified)	-11%	0%	-4%	5%[12.7 µM]	-6%	4%	35%	.	0%
C=CCn1c(=N)n(CC(=O)OC)c2ccccc21	-7%	3%	4%	-1%[59 µM]	7%	3%	23%	0%	8%
CCOc1ccccc1/C=N/NC(=O)CNC(=O)c1ccc(S(=O)(=O)N2CCOCC2)cc1	-2%	-4%	-9%	?	2%	469%[activator]	9%	-2%	-11%
COc1ccc(C(=O)NCCSCc2ccccc2Cl)cc1OC	-1%	-12%	-1%	-8%	-7%	104%[activator]	42%[activator]	-10%	3%[57.1 µM]
CCOc1ccc(NS(=O)(=O)c2ccc3[nH]cc(C(=O)NC(C)CC)c(=O)c3c2)cc1 (stereo unspecified)	?	4%	i	-7%	11%	-32%	-9%	-5%	-19%
O=c1ccc2cc(S(=O)(=O)N3CCN(c4ccccc4F)CC3)ccc2o1	-4%	5%	-8%	-12%	-2%	143%[activator]	14%	-3%	-7%
COc1ccc(-c2nnc(C3CCN(C(=O)c4ccccc4F)CC3)o2)cc1	-5%	?	9%	14µM*	3%	10%	-3%	-3%	56µM*
CCOC(=O)CNC(=S)N1CCn2c(nc3ccccc32)C1	1%	-4%	.	14%[59 µM]	-5%	3%	66%[activator]	-1%	0%
COc1cc(C=C(c2nc3ccccc3s2)c2nc3ccccc3s2)ccc1O	20%	35µM*	-6%	3.5µM*	-4%	59%	?	-18%	45µM*

The list itself, from the first entry:
SMILES	Pin1 inhibitor	BAZ2B inh	Tb PGK inh	G9a block	GLS inh	Pol iota inh	HP1b binding inh	BLM inh	JMJD2A Tudor
CC1=C(C)C(=O)N(C(C)CCc2ccccc2)C1=O (stereo unspecified)	1%	11%	-10%	57%[activator]	-11%	29%	61%[activator]	-3%	30%
Oc1ccc(/C=N/Nc2ccc(Cl)nn2)c(O)c1O	?	10µM*	-9%	?	?	?	?	?	11µM*
O=C(CN1C(=O)C2CCCCC2C1=O)Nc1cc([N+](=O)[O-])ccc1F (stereo unspecified)	-11%	0%	-4%	5%[12.7 µM]	-6%	4%	35%	.	0%
C=CCn1c(=N)n(CC(=O)OC)c2ccccc21	-7%	3%	4%	-1%[59 µM]	7%	3%	23%	0%	8%
CCOc1ccccc1/C=N/NC(=O)CNC(=O)c1ccc(S(=O)(=O)N2CCOCC2)cc1	-2%	-4%	-9%	?	2%	469%[activator]	9%	-2%	-11%
COc1ccc(C(=O)NCCSCc2ccccc2Cl)cc1OC	-1%	-12%	-1%	-8%	-7%	104%[activator]	42%[activator]	-10%	3%[57.1 µM]
CCOc1ccc(NS(=O)(=O)c2ccc3[nH]cc(C(=O)NC(C)CC)c(=O)c3c2)cc1 (stereo unspecified)	?	4%	i	-7%	11%	-32%	-9%	-5%	-19%
O=c1ccc2cc(S(=O)(=O)N3CCN(c4ccccc4F)CC3)ccc2o1	-4%	5%	-8%	-12%	-2%	143%[activator]	14%	-3%	-7%
COc1ccc(-c2nnc(C3CCN(C(=O)c4ccccc4F)CC3)o2)cc1	-5%	?	9%	14µM*	3%	10%	-3%	-3%	56µM*
CCOC(=O)CNC(=S)N1CCn2c(nc3ccccc32)C1	1%	-4%	.	14%[59 µM]	-5%	3%	66%[activator]	-1%	0%
COc1cc(C=C(c2nc3ccccc3s2)c2nc3ccccc3s2)ccc1O	20%	35µM*	-6%	3.5µM*	-4%	59%	?	-18%	45µM*
CCCn1c(=O)c2c(ncn2C)n(CCC)c1=O	-18%	7%	-4%	0%&-29%[59 µM]	3%	-12%	24%	.	-17%
CCc1ccccc1NC(=O)c1ccc(OCc2c(C)noc2C)cc1	-3%	.	-2%	.	0%	104%[activator]	18%	.	-10%
Cc1ccc(S(=O)(=O)NCCCn2ccnc2)cc1C(=O)NC(C)C	-8%	-39%	-5%	-1%	-4%	-16%	8%	-3%	-4%
C/C(=N/NC(=O)C1CCCN1C(=O)c1ccc([N+](=O)[O-])cc1)c1ccc(Br)cc1 (stereo unspecified)	-5%	-35%	7%	15%	10%	14%	20%	-1%	-17%
CCOC(=O)c1cc(-c2cccc([N+](=O)[O-])c2)n[nH]1	0%	-20%	-6%	-28%	0%	103%[activator]	19%	-22%	-13%
COC(=O)CCCC(=O)N1CCC(CO)(CCc2ccccc2)CC1	-4%	6%	11%	2%	-1%	-6%	22%	0%	-5%
O=C(NCc1ccccc1Cl)C(=O)NCC(c1ccc2c(c1)OCO2)N1CCOCC1 (stereo unspecified)	-4%	1%	-18%	1%[59 µM]	0%	11%	15%[57 µM]	-2%	-10%
Cn1c(=O)c2c(nc(Sc3n[nH]c(N)n3)n2Cc2ccccc2Cl)n(C)c1=O	5%	?	-6%	-38%[59 µM]	-2%	-3%	20%	3%	-14%
O=S(=O)(Nc1ccccc1)c1ccc(-c2cnc(C3CC3)o2)cc1	3%	-35%	-10%	5%	2%	79µM*	18%	-7%	-7%
Cc1noc(/C=C/N(C)C)c1S(=O)(=O)N1CCCC(C(=O)Nc2ccc(F)cc2F)C1 (stereo unspecified)	-2%&15%	-17%	0%&-9%	35%	2%&-9%	31%&4%[activator]	21%&19%	-2%&-12%	-8%&-26%
COc1ccccc1/C=C1\SC(=S)N(CCC(=O)Nc2nnc(C)s2)C1=O	2%	-37%	1%	-1%	4%	-21%	90%[activator]	-5%	?
CCNC(=O)c1c(O)c2c([nH]c1=O)CCCC2	-8%	-16%	-6%	?	-1%	27%	-13%	-2%	-10%[11.4 µM]
Cc1nn(-c2ccccc2)nc1C(=O)Nc1ccc2[nH]ncc2c1	?	-10%	-6%	-5%	-6%	3%	39%[activator]	-8%	?
N#Cc1ccc(Oc2ccc(C(N)=O)cc2)cc1C#N	-1%	-5%	2%	-8%[59 µM]	-3%	2%	22%	0%	3%
Cc1ccc2c(c1)C(=O)N(CCCCO)C2=O	1%	4%	-1%	11%[59 µM]	5%	21%	19%	3%	-5%
O=C1CC(SC2=NCCS2)C(=O)N1c1ccc(Br)cc1 (stereo unspecified)	0%	-3%	i	45µM*	-8%	29%	53%[activator]	-1%	6%[57.1 µM]
CCn1c(CNC(=O)c2ccc(OC)cc2)nnc1SCC(=O)Nc1cccc(C)c1	1%	-6%	-9%	5%[59 µM]	-14%	-13%	17%	1%	-21%
COCCNC(C)C(=O)C12CC3CC(CC(C3)C1)C2 (stereo unspecified)	4%	-36%	3%	-41%[12.7 µM]	15%	?	24%	-1%	-7%
CC(Sc1nncn1C)C(=O)Nc1ccc(Cl)cn1 (stereo unspecified)	?	10%	-2%	4%	0%	51%[activator]	26%	6%	-7%
CCN(CC)S(=O)(=O)c1cc(Br)ccc1OC	0%	2%	-6%	8%	-2%	28%	54%[activator]	-2%	1%
CCC(C)c1c(N)n(S(=O)(=O)c2ccc(C)cc2)oc1=O (stereo unspecified)	-2%	.	0%	.	2%	31%[activator]	23%[57 µM]	.	-8%
CC(C)CN(C(=O)COC(=O)Cn1cnc2ccccc2c1=O)C1CCS(=O)(=O)C1 (stereo unspecified)	-4%	-18%	-1%	-3%[59 µM]	-1%	7%	60%[activator]	6%	-15%[57.1 µM]
CCOCCOC(=O)c1[nH]c2c(c1C)C(=O)CC(c1cccs1)C2 (stereo unspecified)	3%	.	0%	23%	-1%	-12%	12%	-6%	3%
Cc1ccc(N(CC(=O)N(C)Cc2ccccc2)S(C)(=O)=O)cc1C	1%	-13%	-4%	45%	5%	-7%	37%[activator]	0%	-3%
COc1ccccc1NC(=O)C(=O)NCCC1CCCCN1S(=O)(=O)c1cccs1 (stereo unspecified)	17%	6%	i	1%	?	36%[activator]	32%	.	-18%
Cc1cnnn1-c1ccc([N+](=O)[O-])cc1	4%	-1%	-7%	7%[59 µM]	0%	-18%	-4%	-4%	-7%
COc1cc(/C=N\NC(=O)CNC(=O)c2cccc([N+](=O)[O-])c2)ccc1O	-3%	-1%	-6%	4%[2.33 µM]	43%[activator]	15%	20%	-1%	-6%
Cc1ccc(NC(=O)NC2(C(=O)NCc3ccccc3)CCCCC2)cc1	1%	-6%	-2%	7%[59 µM]	15%	10%	21%	-3%	-6%
CC(C)(C)OC(=O)N[C@@H](C(=O)OC(C)(C)C)c1ccc(Br)cc1	-3%	8%	-6%	-3%[2.33 µM]	1%	31%	92%[activator]	.	17%
Cc1cccc(N2CCN(C(=O)NCc3noc4ccccc34)CC2)c1C	0%	-7%	0%	-3%[59 µM]	6%	-6%	9%	-8%	-19%
O=C(O)c1ccc(N2C(=O)CC(SC(=NCc3ccc4c(c3)OCO4)Nc3ccc(F)cc3)C2=O)cc1 (stereo unspecified)	?	?	0%	?	-7%	64%[activator]	13%	-3%	-1%[11.4 µM]
CC(Oc1ccc(Cl)cc1)c1ccnn1S(C)(=O)=O (stereo unspecified)	-9%	35%[activator]	-1%	?	9%	-1%	38%	-4%	1%
CC(=O)c1ccc(NC(=O)CCc2nnc3ccc(N4CCCC4)nn23)cc1	0%	-19%	-5%	-9%	9%	-6%	40%[activator]	-8%	-20%
